GRK2 aptamer HTS – blocks RNA aptamer binding to human GRK2; P25098; bead flow cytometry, FAM-aptamer displacement from GRK2; inhibition of aptamer binding, % at 10 µM; 0.59% of 330,000 active; AID 488847;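 active means inhibition of aptamer binding above 40%, roughly 3 SD of noise, on plates passing a quality check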;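 further: median bead fluorescence of bound FAM aptamer so fluorescent compounds give negative values; no value below 0 was filed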
proCasp3 act – activates human procaspase-3. AID 463141. activation, % at 8.5 µM. 0.11% of 330,000 active. P42574. recombinant procaspase-3 D3A, Ac-DEVD-pNA absorbance 405 nm;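 active means activation above the mean of all tested compounds plus 3 SD, cut at about 21% in these data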;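 further: 0% = DMSO alone and 100% = DMSO wells spiked with extra 5 µM PC-3 D3A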
Target sequence (P42574 whole entry D9A/D28A/D175A): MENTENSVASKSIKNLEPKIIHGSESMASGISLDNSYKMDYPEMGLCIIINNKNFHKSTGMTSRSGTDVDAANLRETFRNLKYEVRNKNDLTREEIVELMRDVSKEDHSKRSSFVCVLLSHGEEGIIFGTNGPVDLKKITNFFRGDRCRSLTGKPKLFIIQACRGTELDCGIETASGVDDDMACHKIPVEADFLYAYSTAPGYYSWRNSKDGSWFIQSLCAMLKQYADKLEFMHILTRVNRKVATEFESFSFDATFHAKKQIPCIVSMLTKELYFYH
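assay system = Procaspase-3 D3A mutant | signal = absorbance at 405 nm, 0 and 120 min | times = 1 h preincubation plus 2 h reaction at 25 °C | repeats = single replicate | read-out = % activation between DMSO and enzyme-spiked controls | medium = Zinc-free HEPES saline buffer with Triton X-100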
PP5 primary – inhibitors of human protein phosphatase 5 (PP5). P53041. purified PP5c, OMFP substrate fluorescence. inhibition, % at 6.7 µM. 0.18% of 320,000 active;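 active means inhibition above the campaign's mean inhibition across all tested compounds plus 3 SD, cut at about 9.5% in these data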;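 further: 0% = DMSO only and 100% = 100 µM cantharidin control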
JMJD2C inh – human JMJD2C demethylase inhibition. AID 2099. Q9H3R0. inhibition, % at 2.35 µM. GST-JMJD2C(1-420) H3K9me3 demethylation, DELFIA europium. 0.069% of 330,000 active;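 active means more than half of a compound's replicate wells show inhibition beyond 50%, single wells judged on their own value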;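 further: signal counts dimethyl H3K9 product captured on neutravidin plate; 0% = median of DMSO wells and 100% = 0.3 times that DMSO median; strong numbers were not always called active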
Target sequence (Q9H3R0 1-420 limits assumed): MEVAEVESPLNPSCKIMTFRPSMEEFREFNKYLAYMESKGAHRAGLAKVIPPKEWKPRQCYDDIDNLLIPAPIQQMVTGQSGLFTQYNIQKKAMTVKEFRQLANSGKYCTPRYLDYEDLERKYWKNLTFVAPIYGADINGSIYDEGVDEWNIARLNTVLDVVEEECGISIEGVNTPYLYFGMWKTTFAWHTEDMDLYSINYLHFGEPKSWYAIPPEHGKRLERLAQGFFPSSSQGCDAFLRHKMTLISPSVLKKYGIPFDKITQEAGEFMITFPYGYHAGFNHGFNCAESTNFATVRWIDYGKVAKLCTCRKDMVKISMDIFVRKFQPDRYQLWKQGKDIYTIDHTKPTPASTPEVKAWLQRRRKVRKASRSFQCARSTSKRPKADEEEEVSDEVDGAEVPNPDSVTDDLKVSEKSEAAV
PP1 counter – PP1-alpha (human) inhibition in PP5 counter-screen; AID 2235; 0.9% of 320,000 active; inhibition, % at 6.7 µM; purified PP1alpha, OMFP fluorescence;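 active means inhibition above the mean inhibition of all tested compounds plus 3 SD, computed separately for each screening campaign, cut at about 15% in these data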
Target sequence (P62136 whole entry, looked up): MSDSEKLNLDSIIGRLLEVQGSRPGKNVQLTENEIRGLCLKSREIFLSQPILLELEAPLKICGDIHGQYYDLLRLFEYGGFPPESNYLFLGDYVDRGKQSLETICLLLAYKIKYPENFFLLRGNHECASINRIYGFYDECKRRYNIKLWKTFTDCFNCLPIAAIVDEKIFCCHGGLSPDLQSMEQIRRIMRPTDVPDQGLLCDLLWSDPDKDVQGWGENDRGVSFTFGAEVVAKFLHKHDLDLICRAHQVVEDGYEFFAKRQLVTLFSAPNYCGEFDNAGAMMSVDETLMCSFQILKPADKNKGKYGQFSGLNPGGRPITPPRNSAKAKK
proCasp7 act – counter-screen: procaspase-7 (human) activation; 0.093% of 330,000 active; recombinant procaspase-7, Ac-DEVD-pNA absorbance 405 nm; D23A/D198A/D206A triple mutant, cannot self-cleave; scale: DMSO 0, 5 µM enzyme 100; activation, % at 8.5 µM; P55210; AID 463210;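 active means percent activation above the screen-wide mean plus 3 SD, cut at about 25% in these data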
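Assay system: Uncleavable procaspase-7 mutant enzyme / Input: 2 µM procaspase-7 mutant as dispensed / Dosing: single nominal 8.5 µM compound dose, 0.8% DMSO final / Timing: 1 h enzyme–compound preincubation and 2 h substrate reaction, both 25 °C / Detection: p-Nitroaniline absorbance at 405 nm, read at 0 and 120 min / Replication: singlicate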
core dimer inh – HCV core protein dimerization inhibition; TR-FRET GST/Flag-core106 dimerization, 1536-well; inhibition, % at 5 µM; 0.33% of 300,000 active; AID 1899;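 active means inhibition above the mean of all tested compounds plus 3 SD, set per screening campaign, cut at about 45% in these data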
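Material: GST/Flag-tagged HCV core106 proteins. Incubation: 4 h, 22.5 °C incubation. Read-out basis: inhibition (%) from 671 over 617 nm ratio. Measured by: TR-FRET, excitation 340 nm, emission 617 and 671 nm.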
CTSL1 counter – blocks F. hepatica cathepsin L1 in PFM18AAP counter-screen; recombinant F. hepatica cathepsin L1, Z-Leu-Arg-MCA fluorescence; inhibition, % at 5.96 µM; 0.49% of 300,000 active;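 active means inhibition above the mean of all tested compounds plus 3 SD, set per screening campaign, cut at about 17% in these data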;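 further: 0% = plate median of test compound wells and 100% = 1 µM Z-Phe-Ala-diazomethylketone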
VLA-4 inh – inhibition in a human VLA-4 binding assay. VLA-4 expressing cells, ligand binding flow cytometry. inhibition, % (about 7 µM as worked out from the volumes in the protocol). 0.2% of 330,000 active. AID 2557; in the data active means inhibition above about 50%
* marks the source's active call; other numbers are inactive results; · = no result given.

no.	canonical_smiles	GRK2 aptamer HTS	proCasp3 act	PP5 primary	JMJD2C inh	PP1 counter
1	COc1ccc2c(c1OC)C(C1c3c(cc4c(c3OC)OCO4)CCN1C)OC2=O (centres undefined)	3	5	-1.9	116	-6
2	OCCN1CCN(CC(O)COc2ccc(C34CC5CC(CC(C5)C3)C4)cc2)CC1 (centres undefined)	0	1	1.6	-2	-4
3	Cn1ncc(Cl)c1C(=O)NCc1cc(C(C)(C)C)n[nH]1	0	-2	0.6	-7	-1
4	Cc1oc(S(=O)(=O)N2CCCCC2)cc1NC(=O)Nc1ccccc1	0	-5	-0.8	-2	3
5	COc1cccc(C(=O)N2CCN(Cc3cccc(F)c3)CC2)c1	6	-9	2.6	10	0
6	CCOC(=O)c1c(NC(=S)NNS(=O)(=O)c2ccc(Br)cc2)sc2c1CCCCC2	8	-2	2.5	6	4
7	Cn1c(=O)[nH]c(=O)c2c1nc(Br)n2C/C=N/NC(=O)c1ccccc1	0	2	-1.5	-21	-8
8	O=C(N/N=C/c1cc([N+](=O)[O-])ccc1O)c1cccc(N2CCCC2=O)c1	0	-1	3.4	-5	25*
9	CCOCC(=O)OCC(=O)NC12CC3CC(CC(C3)C1)C2	1	5	1.2	-19	4
10	CC(=O)Nc1ccc(S(=O)(=O)N2CCC(C(=O)NCCC(=O)NCc3ccncc3)CC2)cc1	0	1	0.2	3	9

no.	proCasp7 act	core dimer inh	CTSL1 counter	VLA-4 inh
1	0	-4	2	-14
2	4	-4	-3	29
3	5	1	6	6
4	-5	-4	1	-6
5	7	-2	-2	-1
6	-3	21	-1	8
7	4	2	-5	25
8	-8	-1	3	10
9	7	-2	-8	3
10	-1	-1	0	8

(next part)
no.	canonical_smiles	GRK2 aptamer HTS	proCasp3 act	PP5 primary	JMJD2C inh	PP1 counter
11	COCC1CCCCN1C(=O)CCCn1nnnc1CN1CCC(C)CC1 (centres undefined)	10	5	-0.1	10	-4
12	CC(C)(C)NC(=O)CSc1nnc(C2CC2)n1Cc1ccccc1	0	5	-1.9	-1	-2
13	Cc1ccc(CSC2=NCCN2S(=O)(=O)c2ccc(F)cc2)cc1	1	1	2.7	-21	3
14	O=C(COC(=O)c1ccc(Br)cc1)NCCN1C(=O)CSC1=O	0	-5	1.1	-4	-4
15	CCN(CC)S(=O)(=O)c1ccc(-c2nnc(SCC(=O)Nc3ccc(OC)c(OC)c3)o2)cc1	8	5	-0.6	-2	-2
16	O=C(C[C@@H]1C/C=C/CC[C@H](Cc2ccc(F)cc2)C(=O)O[C@H](c2ccccc2)CNC1=O)NCCO	2	2	·	9	·
17	O=C(CNC(=O)c1ccc(Cl)cc1Cl)OCC(=O)N1CCCC1=O	2	2	0.2	-5	-6
18	CCOc1ccccc1Oc1coc2cc(OC)ccc2c1=O	1	-4	3.1	-5	-3
19	Cc1ccc(NC(=O)c2cc(-c3ccccc3O)n[nH]2)cc1C	0	1	0.9	7	4
20	Cc1[nH]cnc1CN1CCc2c(c3ccccc3n2C)C1=O	0	9	-1.4	-46	2

no.	proCasp7 act	core dimer inh	CTSL1 counter	VLA-4 inh
11	2	1	-1	2
12	-1	-2	-2	-4
13	4	14	2	-3
14	9	4	7	2
15	1	0	-2	-4
16	-10	·	·	11
17	2	1	-3	11
18	0	-4	2	-6
19	9	-4	4	8
20	7	3	-3	18

Further records
no.	canonical_smiles	GRK2 aptamer HTS	proCasp3 act	PP5 primary	JMJD2C inh	PP1 counter
21	CCC(=O)Nc1cccc(-c2nc3ccccc3c(=O)o2)c1	0	-3	-2.5	0	-5
22	C=CC(=O)Nc1ccc(Nc2nc(NC3CCC(N(C)C)CC3)nc3c2ncn3C(C)C)cc1 (centres undefined)	0	-3	·	0	·
23	Cc1cc(NC(=O)C2CCCC2)n(-c2nc3ccccc3[nH]2)n1	1	2	2.1	2	1
24	O=C(C1=C[C@H](c2coc3ccccc3c2=O)C[C@H](OCCCCO)O1)N1CCN(Cc2ccccc2)CC1	3	-3	4.8	9	-2
25	COc1ccccc1NC(=O)c1cc(C)nc2ccccc12	2	0	-1.1	-14	0
26	CC1CN(S(=O)(=O)c2ccc(C(=O)Nc3nc(-c4cc5ccccc5o4)cs3)cc2)CC(C)O1 (centres undefined)	0	1	-0.6	3	-2
27	O=C(O)c1ccccc1NS(=O)(=O)c1ccc(NN=Cc2ccc(F)cc2)c([N+](=O)[O-])c1	0	-2	·	5	·
28	CC(C)(C)C(=O)Nc1ccc(C(=O)NNC(=O)c2ccccc2)cc1	2	5	-1.3	6	-5
29	O=C(CCCN1C(=O)C(c2ccccc2)Oc2cccnc21)NCCc1ccc(Cl)cc1 (centres undefined)	3	6	-1.8	-23	2
30	Cc1ccc(NC(=O)COC(=O)C2CC2)cc1Cl	2	7	-0.3	-3	-1

no.	proCasp7 act	core dimer inh	CTSL1 counter	VLA-4 inh
21	7	-1	0	-13
22	7	·	·	-5
23	-6	4	1	9
24	1	-4	0	-2
25	6	-2	1	2
26	6	9	0	-7
27	-2	·	·	1
28	1	0	16	-8
29	-5	5	1	0
30	-5	·	·	9

More entries:
no.	canonical_smiles	GRK2 aptamer HTS	proCasp3 act	PP5 primary	JMJD2C inh	PP1 counter
31	COc1ccc(C)cc1NC(=O)CNC(=O)c1sc2ccccc2c1Cl	0	-2	-0.2	1	-1
32	O=C(O)c1ccc([N+](=O)[O-])c(CS(=O)(=O)c2ccc(Cl)cc2)c1	0	3	3.3	-17	4
33	COC(=O)[C@]1(C)N[C@H](c2ccc(-c3ccc(Cl)c(Cl)c3)cc2)[C@@H]2C(=O)N(C)C(=O)[C@@H]21	0	2	4.5	·	3
34	O=C(CN1CCN(c2ccccc2)CC1)Nc1ccncc1	0	10	0.5	-23	-1
35	COc1ccc(NC(=O)CC2SC(=O)NC2=O)cc1 (centres undefined)	1	-4	2.9	-28	0
36	COc1cc2[nH]c(=O)n(CCC(=O)NCCC(C)C)c(=O)c2cc1OC	1	5	-1.9	15	0
37	Cc1cc(-c2nc(C)c(-c3nnc(SCC(=O)Nc4ccccc4)n3C)s2)no1	4	-6	6.3	30	-4
38	Cc1ccc2c3c([nH]c2c1)C(=O)CC(C)(C)S3	0	-7	0.3	9	-4
39	COc1cc(C(=O)N[C@@H](Cc2c[nH]c3ccccc23)C(=O)O)cc(OC)c1OC	0	8	0.9	-6	0
40	COC(=O)C1=C(C)NC(=O)NC1c1cn(-c2ccccc2)nc1-c1cccs1 (centres undefined)	0	-1	4.2	5	4

no.	proCasp7 act	core dimer inh	CTSL1 counter	VLA-4 inh
31	3	8	8	26
32	2	-5	2	23
33	2	-1	4	11
34	-17	9	-6	3
35	-13	-16	6	-1
36	6	-7	1	10
37	-13	-1	-2	0
38	4	-2	1	6
39	-2	7	0	14
40	6	7	5	-14

(continued)
no.	canonical_smiles	GRK2 aptamer HTS	proCasp3 act	PP5 primary	JMJD2C inh	PP1 counter
41	O=C(c1cc(-c2cccc(Br)c2)nc2ccccc12)N1CCCC1	2	-7	2.1	1	2
42	CCOC(=O)CC(=O)CSc1nc(C)nc2c1oc1ccccc12	0	1	1.6	-3	-4
43	CCCc1cc(=O)[nH]c(SCC(=O)N2CCC(C(=O)OCC)CC2)n1	0	4	1.9	12	-2
44	COc1ccc(C2CC(=O)Oc3c(C(CCN4CCOCC4)c4cc(OC)c(OC)c(OC)c4)c(OC)cc(OC)c32)cc1 (centres undefined)	2	0	1.6	6	0
45	CCOC(=O)CN=C/C(C(C)=O)=C(/C)O	2	10	-0.2	1	-1
46	Cc1ccc(CN2C(=O)c3ccccc3NC2c2cc(Br)ccc2O)cc1 (centres undefined)	0	0	3.5	-7	2
47	CCCc1nn(C)c2c1C(c1cccnc1)C(C#N)=C(N)O2 (centres undefined)	2	-2	0.7	-5	-1
48	COc1ccc(CN2CCCC(C(=O)c3cccc(OC(C)C)c3)C2)cc1Cn1cccn1 (centres undefined)	0	-2	-0.2	1	-1
49	CCOC(=O)C1=C(COC(=O)c2ccc3ccccc3c2O)NC(=O)NC1C (centres undefined)	0	0	6.5	-9	6
50	CCS(=O)(=O)N1CCCC(C(=O)NCCCN2CCCC2=O)C1 (centres undefined)	1	6	-0.5	33	-1

no.	proCasp7 act	core dimer inh	CTSL1 counter	VLA-4 inh
41	-1	13	0	2
42	-1	0	-2	13
43	1	2	2	10
44	2	-18	0	-10
45	8	-3	-2	7
46	5	15	3	21
47	-4	-3	0	11
48	13	-5	-2	0
49	-15	·	·	-3
50	0	-8	-5	-10

Additional entries.
no.	canonical_smiles	GRK2 aptamer HTS	proCasp3 act	PP5 primary	JMJD2C inh	PP1 counter
51	Cc1ccc(-n2ccnc(SCC(=O)NCCc3ccccc3)c2=O)cc1F	2	1	0.1	-2	2
52	O=C(/C=C/c1ccc(O)c(O)c1)c1ccccc1O	2	-13	-0.5	-18	5
53	CCOC(=O)C1CCCN(C(=O)c2ccc([N+](=O)[O-])cc2)C1 (centres undefined)	0	0	-0.1	1	-1
54	COC(=O)c1c(C)oc2ccc(NS(=O)(=O)c3cccs3)cc12	6	-9	2.6	11	-3
55	CC(=O)O/N=C/c1c(Cl)n(C)c2ccccc12	0	7	0.1	16	1
56	CC1CC(=O)Nc2ccccc2N1C(=O)CN1CCN(C=O)CC1 (centres undefined)	0	-9	1.8	0	-2
57	COc1ccccc1-c1cc(-c2ccc(O)cc2)nc(N)c1C#N	0	8	-2.4	6	-8

no.	proCasp7 act	core dimer inh	CTSL1 counter	VLA-4 inh
51	3	3	1	0
52	-18	0	4	-1
53	-13	3	-1	-8
54	17	2	1	2
55	12	-4	-47	27
56	7	-1	2	-4
57	13	-4	3	-10

Entries from the list above with fluorine (5):
no.	canonical_smiles	GRK2 aptamer HTS	proCasp3 act	PP5 primary	JMJD2C inh	PP1 counter
5	COc1cccc(C(=O)N2CCN(Cc3cccc(F)c3)CC2)c1	6	-9	2.6	10	0
13	Cc1ccc(CSC2=NCCN2S(=O)(=O)c2ccc(F)cc2)cc1	1	1	2.7	-21	3
16	O=C(C[C@@H]1C/C=C/CC[C@H](Cc2ccc(F)cc2)C(=O)O[C@H](c2ccccc2)CNC1=O)NCCO	2	2	·	9	·
27	O=C(O)c1ccccc1NS(=O)(=O)c1ccc(NN=Cc2ccc(F)cc2)c([N+](=O)[O-])c1	0	-2	·	5	·
51	Cc1ccc(-n2ccnc(SCC(=O)NCCc3ccccc3)c2=O)cc1F	2	1	0.1	-2	2

no.	proCasp7 act	core dimer inh	CTSL1 counter	VLA-4 inh
5	7	-2	-2	-1
13	4	14	2	-3
16	-10	·	·	11
27	-2	·	·	1
51	3	3	1	0
